T cell modulator: T cell immune modulators affecting CD8 T cell-vesicle binding. 2C CD8+ T cell-vesicle binding, flow cytometry; stronger effect = lower value. calls only at 7 µM. 330,000 compounds, 0.068% hits;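 active = response, share of CD8 T cells binding vesicles, and their 90th percentile fluorescence all below set limits, cut at about 80% in these data, passing the limit was not always enough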
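Material: 2C TCR transgenic mouse naive CD8+ T cells, MACS-purified. Also added: QL9-charged Drosophila Ld/ICAM-1/B7-1 vesicles. Timing: binding 1.5 h at 37 °C. Measured by: high-throughput flow cytometry with anti-B7-1 and anti-CD8 staining. Read-out: percent CD8+ FL2 mean versus row control. Controls: Unloaded micro-vesicles (low), QL9 vesicles with 0.7% DMSO (high).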
Myeloid diff MLP: myeloid differentiation induction; 360,000 compounds, 1% hits; ER-HoxA9 myeloid progenitors, lysozyme-GFP differentiation, flow cytometry; calls only at 10 µM;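 active = normalized GFP-positive differentiation at or above the plate's own cutoff, the solvent-only control mean plus 3 SD; inconclusive = no clear call, values can overlap the other calls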;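 also: cells exposed to compound for four days before flow analysis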
RSV antiviral HEp-2: RSV antiviral activity via CPE protection, HEp-2 cells, primary 10 µM value included (AID 2391). HEp-2 cells, RSV-induced CPE inhibition; higher % means a stronger effect. CPE inhibition, % at 10 µM, or IC50 in µM where a hit was titrated. 310,000 compounds, 0.13% hits; in the data active = a potency from the dose series; inconclusive = CPE inhibition mostly from about 23% at the one dose, without a potency; inactive = the rest, 99 in 100 with CPE inhibition below about 21%; also: strong numbers were not always called active
Large T inhibition: SV40 large T antigen inhibitors, biochemical (AID 1903); SV40 large T antigen ATPase/helicase inhibition assay; higher % means a stronger effect; inhibition, % at 20 µM; hits with a dose series show IC50 in µM; 310,000 compounds, 0.39% hits; in the data active = a potency from the dose series; inconclusive = inhibition mostly from about 32% at the one dose, without a potency; inactive = the rest, 99 in 100 with inhibition below about 32%; also: strong numbers were not always called active
WT yeast gro inh: growth inhibition of WT yeast, mitochondrial fusion screen; mitochondrial fusion phenotypic screen, WT strain; inhibition, % at 10 µM; 190,000 compounds, 2.1% hits; AID 1362; in the data active = inhibition above about 58%; tested in S. cerevisiae
MgcRacGAP inhibition: MgcRacGAP GTPase-activating activity inhibitors, confirmation, biochemical, ADP Hunter fluorescence | MgcRacGAP-stimulated Rac1 GTP hydrolysis, ADP Hunter fluorescence; higher % means a stronger effect; GST-tagged Rac1 F28L mutant substrate | inhibition, % at 30 µM; hits with a dose series show IC50 in µM | 340,000 compounds, 0.6% hits | AID 624330;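 active = first-screen hits whose inhibition reached a set limit at any dose in the follow-up dose series; inconclusive = inhibition above the set first-screen limit but never retested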;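 also: fluorescence reports GDP produced by GAP-driven GTP hydrolysis; strong numbers were not always called active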
West Nile virus CPE: West Nile virus antiviral activity, cell-based, CPE readout (AID 1621) | West Nile virus-infected cells, CPE inhibition; higher % means a stronger effect | 290,000 compounds, 0.02% hits | CPE inhibition, % at 10 µM; hits with a dose series show IC50 in µM; in the data active = a potency from the dose series; inconclusive = CPE inhibition mostly from about 3.7% at the one dose, without a potency; inactive = the rest, 99 in 100 with CPE inhibition below about 2.2%; also: strong numbers were not always called active
bCat nuc transl: modulators of beta-catenin nuclear translocation. HeLa beta-catenin nuclear translocation, immunofluorescence imaging. nuclear translocation activity, % at 5 µM. 190,000 compounds, 0.3% hits;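 active = nuclear translocation activity above 50% at 5 µM, with a well cell count of 50 or more; inconclusive = wells under 50 cells across six images, flagged as toxic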;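 also: per-cell ratio of nuclear to cytoplasmic median beta-catenin stain intensity; plate controls were DMSO negative control for no effect and GSK-3 inhibitor IX positive control for full effect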
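assay system = human HeLa cells, endogenous beta-catenin | times = compound treatment 24 h, 37°C, 5% CO2 | detection = Anti-beta-catenin immunofluorescence on PFA-fixed, Triton-permeabilized cells, DAPI nuclei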
Salmonella PhoP GFP: inhibitors of PhoP regulon expression, primary screen, Salmonella Typhimurium, GFP reporter (AID 1863); S. Typhimurium PhoP-regulated promoter GFP reporter, 4 h; higher % means a stronger effect; one-dose inhibition, % at 50 µM; IC50 in µM for titrated hits; 300,000 compounds, 0.16% hits;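 active = inhibition over 29.93%, a cutoff 3 SD above the screen mean, later confirmed by dose response; inconclusive = inhibition over 29.93% but no dose response follow-up; inactive = inhibition at most 29.93% or unconfirmed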;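 also: 0% = low Mg2+ inducing control and 100% = high Mg2+ repressing control; strong numbers were not always called active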
WT yeast gro inh mutant strain: recorded beside WT yeast gro inh, whose call it bears; inhibition, %; mitochondrial fusion phenotypic screen, mutant strain inhibition
bCat nuc transl cell count 5 µM: further read-out of bCat nuc transl, marked with its call; cell count; measured here: cell count, cytotoxicity flag
T cell modulator vesicle-bound %: second read-out of T cell modulator, no call of its own (marks repeat the call); double positive events, %; measured here: CD8+ vesicle-bound cell fraction;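 binding gate set so that unloaded-vesicle control wells show 10% double positive cells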
Myeloid diff MLP GFP+ MAC1+ %: also measured in Myeloid diff MLP; calls as there; GFP+ MAC1+ double positive, %; measured here: differentiation confirmed by MAC1 staining
* marks the source's active call; other numbers are inactive results; i = inactive; u = inconclusive; x = not tested or not shown; + = active, no number.

SMILES	T cell modulator	T cell modulator vesicle-bound %	Myeloid diff MLP	Myeloid diff MLP GFP+ MAC1+ %	RSV antiviral HEp-2	Large T inhibition	WT yeast gro inh	WT yeast gro inh mutant strain	MgcRacGAP inhibition	West Nile virus CPE	bCat nuc transl	bCat nuc transl cell count 5 µM	Salmonella PhoP GFP
CC1(C)Cc2ccccc2-c2nnc(-c3cccc(O)c3)n21	i	21	i	1.8	2.6%	21%	5	-19	0%	-0.3%	2.5	1056	-2%
COc1cccc(CC(=O)OCC(=O)NCC(=O)Nc2cccc(C)c2C)c1	i	15	i	0.5	0.1%	2%	x	x	8%	x	x	x	-4%
O=C(CNC(=O)C12CC3CC(CC(C3)C1)C2)OCc1ccc(F)cc1Cl	i	40	i	1.1	1.2%	x	x	x	4%	x	x	x	x
Cc1ccc(C2/C(=C(/O)c3ccc4c(c3)CC(C)O4)C(=O)C(=O)N2CCCn2ccnc2)cc1 (centres undefined)	i	6	i	4.3	1.5%	29%	x	x	5%	-0.3%	x	x	-6%
O=c1c2c(nc3cc(-c4ccc(F)cc4)[nH]n13)CCC2	i	42	i	0.6	-0.5%	-33%	-2	-13	3%	-0.7%	x	x	20%
COc1ccc(C2c3[nH]c4ccccc4c3C[C@H]3C(=O)N(C4CCN(Cc5ccccc5)CC4)CC(=O)N23)cc1OC (some centres undefined)	i	16	i	0.6	8.0%	10%	x	x	x	-1.2%	x	x	3%
Cc1noc(C)c1COc1ccc(C(=O)OCC(=O)NC23CC4CC(CC(C4)C2)C3)cc1	i	40	i	0.7	0.2%	1%	40	1	12%	0.4%	-0.8	1047	5%
Nc1nn(S(=O)(=O)c2cccc3nsnc23)cc1-c1ccc(Br)cc1	i	25	i	0.7	u	8%	39	25	13%	3.2%	-0.7	1088	-6%
CCCCn1c(SCC(=O)O)nc2ccccc21	i	8	i	2.4	0.3%	-4%	15	26	9%	0.7%	0.4	1013	0%
COC(=O)Cc1cc(=O)[nH]c(/N=C(\N)Nc2ccc(C(C)C)cc2)n1	i	48	i	0.3	0.8%	13%	-8	-18	13%	-0.9%	0.7	1019	0%
COc1ccc2[nH]c(=O)c(CN(C(=O)c3cccnc3)c3cc(C)ccc3C)cc2c1	i	37	i	0.4	0.9%	29%	x	x	9%	-0.4%	0.3	1323	-4%
O=[N+]([O-])c1ccccc1/C=C\C=N\N1CCN(c2ccccc2)CC1	i	37	i	0.7	1.9%	8%	23	-19	7%	-1.8%	-4.7	1133	-12%
CCCn1c2ccccc2c2cnn(CC(=O)NCCN(C)C)c(=O)c21	i	49	i	1.0	0.8%	1%	x	x	10%	-1.1%	x	x	9%
CC(=O)c1sc(-c2ccccc2)cc1N	i	21	i	0.8	u	8%	x	x	x	0.4%	-1.3	1090	-10%
CCOc1cc(NC(=O)c2ccco2)c(OCC)cc1NC(=O)Cc1ccc(OC)c(OC)c1	i	24	i	0.7	-0.7%	6%	-8	-8	12%	-0.1%	-1.0	1073	-4%
COC(=O)c1ccc(NC(=O)c2cc(-c3ccccn3)nc3ccccc23)cc1	i	24	+	2.2*	3.8%	7%	8	7	-8%	-0.4%	0.2	1432	7%
Cc1cccc2nc(COc3ccc(-c4ccccc4)cc3)cn12	i	32	x	x	9.2%	3%	76	77	x	0.1%	7.3	917	-4%
CC(C)c1cc(C(N)=O)c(NC(=O)C2CCC2)s1	i	2	i	1.1	1.5%	-1%	-7	-29	2%	-0.7%	0.2	1072	-11%
Cc1cccc(N(C)S(=O)(=O)c2csc(C(N)=O)c2)c1	i	52	i	0.2	0.3%	3%	x	x	3%	-0.9%	x	x	-2%
COc1ccc(NS(=O)(=O)c2cccc3cccnc23)cc1	i	66	i	0.4	1.7%	7%	-21	-12	-5%	0.1%	-1.8	1116	-6%
COc1cc(OC)cc(C(=O)OCC(=O)Nc2sccc2C(N)=O)c1	i	43	i	0.4	4.9%	0%	-1	-11	6%	1.1%	-3.8	1066	3%
CS(=O)(=O)N(CC(=O)NCCC1=CCCCC1)c1ccc2c(c1)OCO2	i	21	i	0.9	1.2%	0%	-9	-6	3%	-0.6%	-0.8	945	1%
CN(C)S(=O)(=O)c1ccc(Cl)c(NC(=O)CSc2nc3c(cc2C#N)C(=O)CC(C)(C)C3)c1	i	45	i	0.9	2.1%	3%	-6	-14	2%	-0.7%	x	x	-3%
Cc1ccc2cc(CN(CCN3CCCC3)C(=O)Nc3ccc(F)cc3)c(=O)[nH]c2c1C	i	16	i	0.4	3.6%	5%	-10	-4	9%	0.3%	0.0	1069	10%
CCOc1cccc(OCCOCCN(C)C)c1	i	34	i	0.8	-0.3%	5%	1	-4	22%	-0.9%	-3.4	602	10%
CC(=O)N1N=C(N)SC1c1cccc([N+](=O)[O-])c1 (centres undefined)	i	36	i	0.0	0.7%	6%	4	-11	5%	-0.8%	-0.1	598	-3%
NS(=O)(=O)c1cc(C(=O)Nc2ccc3c(c2)OCCCO3)ccc1Cl	i	14	x	x	4.6%	14%	x	x	6%	-0.3%	x	x	0%
CCCN(CCC)C(=O)c1ccc2c(c1)S(=O)(=O)c1ccccc1C2=O	i	20	i	0.5	1.1%	14%	x	x	6%	-1.1%	x	x	1%
Cc1nccn1CCC(=O)O	i	36	i	1.5	1.1%	10%	1	-9	-5%	0.2%	-3.4	986	-3%
O=c1c2c(n3cnnc3n1-c1ccccc1)-c1ccccc1CC21CCCCC1	i	6	i	0.6	0.5%	0%	16	1	12%	-0.7%	0.5	1360	-10%

Results in MgcRacGAP inhibition and West Nile virus CPE (3 entries from above):
SMILES	MgcRacGAP inhibition	West Nile virus CPE
O=C(CNC(=O)C12CC3CC(CC(C3)C1)C2)OCc1ccc(F)cc1Cl	4%	x
Cc1ccc(C2/C(=C(/O)c3ccc4c(c3)CC(C)O4)C(=O)C(=O)N2CCCn2ccnc2)cc1 (centres undefined)	5%	-0.3%
O=c1c2c(nc3cc(-c4ccc(F)cc4)[nH]n13)CCC2	3%	-0.7%

Further results
SMILES	T cell modulator	T cell modulator vesicle-bound %	Myeloid diff MLP	Myeloid diff MLP GFP+ MAC1+ %	RSV antiviral HEp-2	Large T inhibition	WT yeast gro inh	WT yeast gro inh mutant strain	MgcRacGAP inhibition	West Nile virus CPE	bCat nuc transl	bCat nuc transl cell count 5 µM	Salmonella PhoP GFP
Cc1cc(Cl)c(OCCOCCN2CCCC(C)C2)c(Br)c1 (centres undefined)	i	14	i	1.3	-2.4%	12%	24	40	16%	-1.1%	2.2	945	-3%
CCOc1ccc(S(=O)(=O)NCC2CCCO2)cc1NC(=O)c1ccccc1F (centres undefined)	i	30	i	0.4	0.9%	1%	x	x	3%	-0.4%	x	x	6%
COc1ccccc1N(CCC#N)C(=O)CSc1nc(-c2ccccc2)cn1N	i	19	i	1.6	2.0%	3%	-2	-5	-1%	0.2%	-5.1	986	3%
O=C(N/N=C/c1ccc([N+](=O)[O-])o1)c1cc(-c2cccc(Br)c2)nc2ccccc12	i	27	i	0.5	14%	12%	36	24	-2%	1.9%	-0.1	1353	-7%
Cc1ccc(S(=O)(=O)N(CC(=O)NCCSc2ccccn2)c2ccc(C)c(C)c2)cc1	i	34	i	0.6	4.5%	-3%	40	-10	7%	-1.3%	-2.6	526	18%
CCOC(=O)c1cn2nc(Oc3cccc(C(F)(F)F)c3)ccc2n1	i	51	i	0.4	0.4%	11%	x	x	-8%	0.5%	0.5	1345	-7%
O=P(O)(O)CCP(=O)(c1ccccc1)c1ccccc1	i	9	i	0.6	1.1%	4%	10	6	9%	-0.3%	1.9	1075	6%
O=C(NCCCc1ccccc1)c1cc(COc2c(F)cccc2F)on1	i	5	i	7.2	2.1%	-6%	x	x	4%	-0.3%	x	x	0%
COC(=O)C(CC(=O)c1ccc(C)cc1)n1nc(C)cc1C (centres undefined)	i	24	i	0.8	1.4%	5%	x	x	7%	-0.3%	x	x	2%
Cc1ccc(C(=O)NCC(=O)NCC(=O)OCC(=O)c2ccc(F)cc2)cc1	i	46	i	0.5	0.1%	0%	-6	-18	9%	0.4%	x	x	1%
COc1ccc(NC(=O)c2cccs2)cc1O	i	54	i	1.1	0.1%	27%	-1	8	9%	-0.2%	-1.8	1186	11%
Cc1nc2c(C)cccn2c(=O)c1NC(=O)c1ccco1	i	51	i	1.0	-1.6%	9%	x	x	12%	x	x	x	6%
CCc1cccc(NC(=O)CCCSc2nc3ccccc3[nH]2)c1	i	60	i	0.8	3.1%	-1%	4	-4	0%	-1.6%	0.2	936	60%
O=C(Nc1ccccc1)c1cn2ccccc2n1	i	38	i	0.7	-0.4%	13%	x	x	-6%	-0.2%	-2.3	1161	-6%
CSc1ccccc1OCc1cc(C(=O)N2CCN(c3ccccc3)CC2C)no1 (centres undefined)	i	43	i	1.3	3.6%	8%	x	x	8%	-0.9%	x	x	0%
O=S(N1CCc2ccccc21)C12CC3CC(CC(C3)C1)C2 (centres undefined)	i	41	+	0.7*	5.1%	-2%	5	7	17%	0.2%	0.8	1092	1%
Cc1ccc(C(=O)CC2(O)C(=O)N(Cc3ccccc3Cl)c3ccccc32)o1 (centres undefined)	i	51	i	1.4	1.0%	-1%	7	10	13%	-0.3%	x	x	-13%

Laid out differently: entries from further up
Each structure is followed by: T cell modulator, T cell modulator vesicle-bound %, Myeloid diff MLP, Myeloid diff MLP GFP+ MAC1+ %, RSV antiviral HEp-2, Large T inhibition, WT yeast gro inh, WT yeast gro inh mutant strain, MgcRacGAP inhibition, West Nile virus CPE, bCat nuc transl, bCat nuc transl cell count 5 µM, Salmonella PhoP GFP
CCCn1c2ccccc2c2cnn(CC(=O)NCCN(C)C)c(=O)c21
    i, 49, i, 1.0, 0.8%, 1%, x, x, 10%, -1.1%, x, x, 9%
CC(=O)c1sc(-c2ccccc2)cc1N
    i, 21, i, 0.8, u, 8%, x, x, x, 0.4%, -1.3, 1090, -10%

Bioassay records as filed in PubChem BioAssay.
